IkB signaling – suppresses IkB signaling in ABC-DLBCL reporter cells. Potency, µM (doses to about 57.1 µM), without a hit: at the top dose IkBa stabilization activation. 110,000 tested, 0.04% active. ABC-DLBCL IkBa-CBG/CBR dual luciferase ratio, 4 h; response scale: scaled: untreated 0%, proteasome inhibitor 100%; active = well fitted curve in the direction sought with a large enough effect in the signal ratio, not every such curve was filed as active; inconclusive = small, poorly fitted or top-dose-only effect, or a change in a side signal; the % refers to the signal ratio;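 note: the direction sought is a rising ratio; 0% = basal untreated cells and 100% = reference inhibitor full response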
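Curves were fitted separately to fusion (green), unfused (red) and ratio luminescence, then classed by r2, magnitude and activity. Cells: OCI-Ly3, 4 h compound plus doxycycline at 37C; 10 uM MG-132 defined full response.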
p53ts 39C tox – cytotoxicity in p53ts cells at nonpermissive temperature; H1299-p53A138V viability at 39C, ATP luminescence, 24 h; 130,000 tested, 1.5% active; Potency, µM (titrated, usually from 46.1 µM), for inactives: at the top dose activity change, negative = cell killing, most hits filed as cytotoxic; AID 902; note: nearly all actives have a fitted effect of over 55% in size
p53ts 32C kill – kills p53ts cells at the permissive temperature. H1299-p53A138V at 32C, ATP luminescence viability, 24 h. Potency, µM (top dose mostly 46.1 µM), without a hit: top-dose activity change, negative = cytotoxicity, hits mostly cytotoxic. 130,000 tested, 0.93% active. AID 924;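 note: 0% = DMSO and -100% = full killing by reference compound; nearly all actives have a fitted effect of over 55% in size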
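H1299-p53 A138V cells (temperature-sensitive p53) exposed 24 h to up to 46 uM compound at 32C, where p53 is wild-type in conformation. Viability read as ATP luminescence and normalised to DMSO and 100 uM tamoxifen. AC50 fitted with the Hill equation.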
Imprint erasure – induces erasure of genomic imprints in mouse ES cells. mouse ES Peg3-LacZ reporter, beta-gal luminescence, 40 h. Potency, µM (highest dose often 60.7 µM), for inactives: at the top dose activity change, positive = activation, actives largely listed as activators. 110,000 tested, 0.02% active;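 note: 0% = negative control wells on the plate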
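Each well holds 300 Peg3LacZ-Neo (maternal) female ES cells incubated 40 h at 37C, 5% CO2. LacZ is measured by BetaGlo luminescence, with AC50 and maximum efficacy derived from dose-response curves.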
* hit, by the source's call; ? = inconclusive; . = no result given; [ ] = dose if it differs, or a comment. Unless noted, calls come from the whole dose curve; as a rule, active = well fitted curve in the direction sought with a large enough effect; inconclusive = small, poorly fitted or top-dose-only effect, or another doubt; inactive = no such curve, though single readings can be large; an effect the other way counts as inactive or inconclusive. Unless noted, % is set by controls: 0 for no effect and ±100 for the full control effect; potency is the fitted concentration of half-maximal effect. Outcome played no part in choosing rows; any-hit rate near 1.7%.

SMILES	IkB signaling	p53ts 39C tox	p53ts 32C kill	Imprint erasure
CCCOc1ccc(C2C(C(=O)OC)=C(C)N=C3SCCC(=O)N32)cc1OCC (stereo unspecified)	0.7%	-1%	2%	-10%
N#Cc1cc2c(=O)n3ccccc3nc2n(CCN2CCOCC2)c1=O	2.9%	11%	0%	21%
CCOc1cc(NC(=O)c2ccco2)c(OCC)cc1NC(=O)CCc1ccc(OC)cc1	-0.1%	1%	0%	1%
COc1ccc(-n2c(=O)c3c(c4cc(OC)ccc4n3C)n(Cc3c(F)cccc3Cl)c2=O)cc1	-2.7%	-2%	3%	-4%[10.9 µM]
Cc1cccc(N(CC(N)=O)C2SC(=O)NC2=O)c1 (stereo unspecified)	.	-19%	-5%	.
CCCC(=O)Nc1ccc2nc(SCCOc3ccccc3)sc2c1	-1.0%	9%	1%	-10%[10.9 µM]
CCCN(CCC)CCSc1nc(O)c(C(C)C)c(=O)[nH]1	0.5%	3%	6%	1%
CCOC(=O)c1cnc(SCC(=O)N2CCc3ccccc32)nc1N	0.5%	1%	-2%	1%
COc1ccc(CCNc2ncnc3c2nnn3C)cc1	1.8%	-17%	12%	-18%[10.9 µM]
Cc1c(C(=O)N(C)c2ccccc2)sc2nc(-c3ccc(F)cc3)cn12	0.9%	-23%	-15%	-33%[inhibitor][10.9 µM]
CC1CCC(N2CCN(S(C)(=O)=O)CC2)CC1 (stereo unspecified)	-0.8%	-6%	-1%	11%
CN(CC(=O)Nc1ccc(F)c(Cl)c1)S(=O)(=O)c1cccc2nsnc12	2.0%	-12%	-3%	-4%
Cc1c(C(=O)O)[nH]c2c1C(=O)CC(c1ccc(Cl)cc1)C2 (stereo unspecified)	6.8%	44%[activator]	11%	-6%
O=S(=O)(Nc1nccs1)c1ccc2c(c1)OCCO2	1.4%	2%	1%	-3%
O=C(Nc1ccc(-n2nncc2-c2ccccc2)cc1)c1cccc(F)c1	-1.8%	-17%	-1%	-10%[10.9 µM]
Cc1onc(-c2ccccc2)c1C(=O)NCC1CCCO1 (stereo unspecified)	2.3%	13%	-4%	6%
COCCCN1C(=O)C(=O)/C(=C(/O)c2ccc(OCC(C)C)cc2C)C1c1cccnc1 (stereo unspecified)	0.9%	13%	1%	-14%
COc1ccc(-c2noc(CCC(=O)NCCCN3CCC(C)CC3)n2)cc1	-1.9%	-7%	-7%	-15%
CC(Sc1nc(=O)cc(N)n1CCc1ccccc1)C(=O)Nc1ccccc1C#N (stereo unspecified)	?	36%[activator]	4%	-2%[10.9 µM]
O=C(NCc1ccccc1)c1noc2c1CCCCC2	?	-10%	-11%	-37%[inhibitor]
COc1ccc(C2N3CC4(C)CN2CC(C)(C3)C4O)cc1 (stereo unspecified)	-2.5%	-8%	1%	3%
O=C(COc1ccc(OCc2ccccc2)cc1)NC1CCOC1=O (stereo unspecified)	-1.4%	-10%	-9%	-65%[inhibitor]
CCc1ccc(Nc2nn(-c3ccc(OC(F)(F)F)cc3)nc2C(C)=O)cc1	0.6%	5%	-9%	-5%[10.9 µM]
Cc1c(C(=O)NCCN2CCOCC2)sc2nc(-c3ccc(F)cc3)cn12	-3.7%	9%	-8%	-11%
CC1(C)[C@@H]2CC[C@]1(C)[C@@H](OC(=O)/C=C\c1ccccc1)C2	-0.9%[11.4 µM]	-1%[9.22 µM]	-2%[9.22 µM]	-9%[10.9 µM]
Cc1ccc(NC(=O)CS(=O)CC(=O)N(c2ccccc2)C(C)C(=O)NC2CCCC2)cc1 (stereo unspecified)	0.4%	-2%	45%[activator]	-5%
COc1ccc(-c2nc(C#N)c(N3CCCCCC3)o2)cc1OC	-4.4%	4%	-4%	-27%
Cc1ccc(NC2=CC(=O)CCC2)cc1C	0.1%	3%	-7%	-5%
Cc1ccc(NC(=O)CN2C(=O)/C(=C3\SC(=S)N(C4CCS(=O)(=O)C4)C3=O)c3ccccc32)cc1 (stereo unspecified)	.	-1%	22%	.
O=C1CCSC2(C(=O)N(Cc3ccc(F)cc3)c3ccccc32)N1c1cccc(F)c1 (stereo unspecified)	-4.4%	28%	-3%	2%[10.9 µM]
O[C@H]([C@H](O)[C@@H](O)c1nc2ccccc2[nH]1)[C@@H](O)c1nc2ccccc2[nH]1	-0.6%[11.4 µM]	9%[9.22 µM]	6%[9.22 µM]	-6%[10.9 µM]
CCCc1nc2oc3c(N4CCNCC4)ncnc3c2c2c1CCCC2	-0.7%	1%	-1%	-12%
Cc1nnc(C)n1/N=C/c1ccc(C(C)C)cc1	-0.3%	-10%	-16%	-14%
COc1ccccc1NC(=O)CC1C(=O)Nc2c1c(=O)n(C)c(=O)n2C (stereo unspecified)	?	0%	-5%	-6%
COc1ccc(S(=O)(=O)Cc2ccc(C(=O)NC3CCCCC3)o2)cc1	-0.6%	3%	?	-16%[10.9 µM]
CN(C)c1ccc(/C=N\NC(=S)SCN2C(=O)C3CCC(C)(C2=O)C3(C)C)cc1 (stereo unspecified)	.	3%	-5%	.
CCc1cccc(C)c1Nc1c(-c2cccc(O)c2)nc2nc(C)cc(C)n12	?	-5%	29%	-16%[10.9 µM]
CCOc1ccc(CC(=O)Nc2c(C(=O)c3ccc(F)cc3)oc3ccccc23)cc1OCC	-3.9%	-10%	8%	-6%[10.9 µM]
CCCn1cnc2c(cnn2-c2ccc(F)cc2)c1=O	-2.7%	-16%	-15%	-19%
COCCCN1CC23C=CC(O2)C(C(=O)O)C3C1=O (stereo unspecified)	2.0%	5%	-4%	1%
CCOc1ccccc1OCCCCn1c(-c2ccc(Cl)cc2)nc2ccccc2c1=O	?	-25%	7%	4%[10.9 µM]
Cc1ccc(S(=O)(=O)N[C@H]2COC(=O)[C@@H](C)COC(=O)C/C=C\[C@H]2C)cc1	.	-2%[9.22 µM]	15%[9.22 µM]	.
COC(=O)c1ccc(Cn2c(SCC(=O)NCc3ccccc3)nc3ccccc32)cc1	?	-14%	-7%	-12%[10.9 µM]
COCCn1c(=O)c(-c2cc(F)cc(F)c2)nc2cnc(Oc3ccccc3)nc21	6.5%[11.4 µM]	-6%	-5%	.
CC(C)n1c(NCc2cccs2)nc2ccccc21	-0.5%	4%	10%	-8%
COc1ccc(Br)c(C(=O)Nn2c(C)nc3ccccc3c2=O)c1	1.7%	1%	1%	-8%
O=C(Nc1nc(-c2cccs2)cs1)c1cccc(S(=O)(=O)N2CCCCCC2)c1	6.1%	8%	-5%	-10%
COc1ccc(N2CCN(C(=O)c3ccc4nc(N5CCCCC5)sc4c3)CC2)cc1	0.1%	-5%	-4%	-15%
O=C(C1CCC(Cn2c(=O)c3sccc3n(Cc3ccccc3)c2=O)CC1)N1CCOCC1 (stereo unspecified)	-1.2%	-12%	-2%	-7%[10.9 µM]
c1ccn2c(c1)nc1c2nc2ccccn21	10%	-17%	-24%	-57%[inhibitor]
CCN(CC)C(=O)CSc1nc2cc3c(cc2c(=O)n1CCCC(=O)NCc1ccc2c(c1)OCO2)OCO3	-2.8%	-21%	16%	-7%[10.9 µM]
CCCc1[nH]nc2c1C(c1ccccc1OC)C(C#N)=C(N)O2 (stereo unspecified)	?	74%[activator]	23%	-1%
Cc1cccc(OC(=O)c2snnc2C)c1C	0.5%	15%	2%	6%[10.9 µM]
Cc1nc2nc[nH]n2c(=O)c1NS(C)(=O)=O	2.3%	-2%	-6%	.
Cn1cc(S(=O)(=O)N2CCN(c3cccc(C(F)(F)F)c3)CC2)c(=O)n(C)c1=O	8.5%	20%	11%	-18%
COc1ccccc1C(=O)Nc1cccc(C(=O)OCc2cc(=O)n3ccsc3n2)c1	?	-6%	-4%	-7%[10.9 µM]
CSCCC(NC(=O)c1ccccc1)C(=O)NCc1ccco1 (stereo unspecified)	-0.4%	7%	13%	3%
CN(C)c1ncc2nc(-c3ccccc3)c(=O)n(C[C@H]3CCCO3)c2n1	-3.9%[11.4 µM]	-10%	9%	?
Cc1ccc(C)c(NC(=O)C2CCCN(S(=O)(=O)c3cccc4nsnc34)C2)c1 (stereo unspecified)	-0.6%	28%	10%	-8%[10.9 µM]
C#C[C@]1(O)CC[C@@H]2[C@H]3CCC4=CCCC[C@@H]4[C@@H]3CC[C@@]21C	0.1%[25.6 µM]	-16%[20.6 µM]	20%[20.6 µM]	-10%[16.8 µM]

Not a retest: 21 of the compounds above.
SMILES	IkB signaling	p53ts 39C tox	p53ts 32C kill	Imprint erasure
COCCCN1CC23C=CC(O2)C(C(=O)O)C3C1=O (stereo unspecified)	2.0%	5%	-4%	1%
CCOc1ccccc1OCCCCn1c(-c2ccc(Cl)cc2)nc2ccccc2c1=O	?	-25%	7%	4%[10.9 µM]
Cc1ccc(S(=O)(=O)N[C@H]2COC(=O)[C@@H](C)COC(=O)C/C=C\[C@H]2C)cc1	.	-2%[9.22 µM]	15%[9.22 µM]	.
COC(=O)c1ccc(Cn2c(SCC(=O)NCc3ccccc3)nc3ccccc32)cc1	?	-14%	-7%	-12%[10.9 µM]
COCCn1c(=O)c(-c2cc(F)cc(F)c2)nc2cnc(Oc3ccccc3)nc21	6.5%[11.4 µM]	-6%	-5%	.
CC(C)n1c(NCc2cccs2)nc2ccccc21	-0.5%	4%	10%	-8%
COc1ccc(Br)c(C(=O)Nn2c(C)nc3ccccc3c2=O)c1	1.7%	1%	1%	-8%
O=C(Nc1nc(-c2cccs2)cs1)c1cccc(S(=O)(=O)N2CCCCCC2)c1	6.1%	8%	-5%	-10%
COc1ccc(N2CCN(C(=O)c3ccc4nc(N5CCCCC5)sc4c3)CC2)cc1	0.1%	-5%	-4%	-15%
O=C(C1CCC(Cn2c(=O)c3sccc3n(Cc3ccccc3)c2=O)CC1)N1CCOCC1 (stereo unspecified)	-1.2%	-12%	-2%	-7%[10.9 µM]
c1ccn2c(c1)nc1c2nc2ccccn21	10%	-17%	-24%	-57%[inhibitor]
CCN(CC)C(=O)CSc1nc2cc3c(cc2c(=O)n1CCCC(=O)NCc1ccc2c(c1)OCO2)OCO3	-2.8%	-21%	16%	-7%[10.9 µM]
CCCc1[nH]nc2c1C(c1ccccc1OC)C(C#N)=C(N)O2 (stereo unspecified)	?	74%[activator]	23%	-1%
Cc1cccc(OC(=O)c2snnc2C)c1C	0.5%	15%	2%	6%[10.9 µM]
Cc1nc2nc[nH]n2c(=O)c1NS(C)(=O)=O	2.3%	-2%	-6%	.
Cn1cc(S(=O)(=O)N2CCN(c3cccc(C(F)(F)F)c3)CC2)c(=O)n(C)c1=O	8.5%	20%	11%	-18%
COc1ccccc1C(=O)Nc1cccc(C(=O)OCc2cc(=O)n3ccsc3n2)c1	?	-6%	-4%	-7%[10.9 µM]
CSCCC(NC(=O)c1ccccc1)C(=O)NCc1ccco1 (stereo unspecified)	-0.4%	7%	13%	3%
CN(C)c1ncc2nc(-c3ccccc3)c(=O)n(C[C@H]3CCCO3)c2n1	-3.9%[11.4 µM]	-10%	9%	?
Cc1ccc(C)c(NC(=O)C2CCCN(S(=O)(=O)c3cccc4nsnc34)C2)c1 (stereo unspecified)	-0.6%	28%	10%	-8%[10.9 µM]
C#C[C@]1(O)CC[C@@H]2[C@H]3CCC4=CCCC[C@@H]4[C@@H]3CC[C@@]21C	0.1%[25.6 µM]	-16%[20.6 µM]	20%[20.6 µM]	-10%[16.8 µM]

The results go on.
SMILES	IkB signaling	p53ts 39C tox	p53ts 32C kill	Imprint erasure
Cc1ccc(C(=O)c2oc3ccccc3c2NC(=O)COc2ccc(C(C)(C)C)cc2)cc1	2.4%	0%	-10%	9%[10.9 µM]
COc1ccc(C)cc1NC(=O)Cn1c(=O)oc2cc(S(=O)(=O)NCc3ccccc3)ccc21	1.3%	6%	5%	-7%[10.9 µM]
Cc1cccn2c(N)c(-c3ccccc3)nc12	?	-14%	-20%	-20%
CCCCOc1ccc(C(=O)Nc2ccc(-c3nc4ccccc4s3)cc2C)cc1	-3.6%	2%	-2%	-9%[10.9 µM]
Cc1ccc(NC(=O)C2CCN(S(=O)(=O)c3ccc4[nH]c(=O)ccc4c3)CC2)cc1C	?	-18%	14%	-9%[10.9 µM]

From PubChem
